DSG3 Ab inh – blocks pemphigus antibody binding to human desmoglein-3. P32926. DSG3-coupled beads, scFv-anti-DSG3-GFP binding, flow cytometry; hits give low values. binding (percent of control), % at 10 µM. 310,000 tested, 0.48% active;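 active means binding more than 3 SD below its plate's average and above zero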;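 further: hits lower antibody fragment binding to DSG3; some compounds called inactive have numbers as strong as hits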
SR-BI HDL uptake – blocks mouse SR-BI lipid uptake from DiI-HDL | Q61009 | ldlA[mSR-BI] CHO cells, DiI-HDL uptake fluorescence, 3 h | inhibition, % at 12.5 µM | 320,000 tested, 0.96% active | AID 488896;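 active means mean replicate inhibition of at least 70% and a set share of replicates each scoring 70 or more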;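 further: 0% = median of neutral control wells and 100% = median of positive control wells; values of inactives mirror those of a sister screen read the other way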
SR-BI DiI-HDL act – activators of SR-BI mediated HDL lipid uptake; CHO ldlA[mSR-BI] cells, DiI-HDL uptake fluorescence, 3 h; 100 = double the neutral-control signal; activation, % at 12.5 µM; 320,000 tested, 0.096% active; AID 504775;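 active means mean replicate activation of at least 60% and every replicate at or above 60%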;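 further: 0% = median plate neutral-control signal and 100% = twice that signal; values of inactives mirror those of a sister screen read the other way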
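Material: SR-BI-overexpressing, LDLR-lacking CHO cells | Dosing: Single compound concentration, delivered by pin transfer | Probe or stimulus: Labelled HDL, 10 µg/mL | Signal: Bottom-read cell fluorescence after medium removal, ex 550/em 595 nm | Schedule: 3 h, 37 °C | Evaluation: HDL uptake via cellular fluorescence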
Arrestin-AP2 inh – human beta-arrestin and AP2 interaction inhibition; FITC-arrestin peptide / GST-AP2 beads, flow cytometry; AP2 beta2 appendage carries R879A mutation; inhibition, % at 10 µM; 340,000 tested, 0.31% active; AID 504490;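 active means inhibition above a set limit, near 3 SD of compounds lacking own fluorescence, cut at about 54% in these data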;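 further: plate controls were DMSO wells for no effect and 5 µM unlabelled arrestin peptide for full effect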
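System: GST-tagged AP2 beta2-adaptin appendage (R879A) on 4 µm glutathione beads / Reagent: FITC-arrestin peptide, 50 nM / Detection: HyperCyt-sampled flow cytometry, FL1 channel, ex 488/em 535 nm / Timing: 12 min plus 1 h, RT / Buffer or medium: PBS plus Tween 20 (0.05%) and BSA (0.1%)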
NSD2 inh – inhibitors of human histone methyltransferase NSD2 | inhibition, % at 12.5 µM | O96028 | 310,000 tested, 0.54% active | NSD2 peptide methylation, AlphaScreen, 120 min; in the data active means inhibition above about 50%
dFosB activator – activators of mouse delta FosB homodimer. AID 493131. activation, % at 25 µM. 340,000 tested, 0.99% active. purified delta FosB, TAMRA-CDK5 oligo fluorescence polarization; percent of positive-control signal above neutral wells;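 active means mean activation above about 17%, with every replicate also reaching it, limit read from the data, passing the limit was not always enough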;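 further: fluorescence polarization rise as delta FosB binds a TAMRA Cdk5 AP-1 oligo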
Target sequence (P13346 whole entry, looked up): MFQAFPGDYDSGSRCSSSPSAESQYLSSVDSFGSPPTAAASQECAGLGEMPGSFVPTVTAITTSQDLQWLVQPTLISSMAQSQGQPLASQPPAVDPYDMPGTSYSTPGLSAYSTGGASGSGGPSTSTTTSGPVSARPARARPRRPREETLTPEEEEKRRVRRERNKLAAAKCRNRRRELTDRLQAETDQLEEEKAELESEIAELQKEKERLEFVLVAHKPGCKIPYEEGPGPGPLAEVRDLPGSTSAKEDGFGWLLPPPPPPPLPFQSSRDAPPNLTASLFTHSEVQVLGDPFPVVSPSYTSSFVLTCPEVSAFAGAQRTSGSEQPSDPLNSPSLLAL
SUMO Mot1 rescue – SUMOylation pathway inhibition by Mot1-301 growth rescue; S. cerevisiae Mot1-301 growth rescue, ATP luminescence, 38.5C; percent above DMSO median, 100 means doubled; growth rescue, % at 18.8 µM; 320,000 tested, 1% active; AID 2716;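 active means every valid replicate shows activation above 250% relative to neutral control wells; inactive means the rest, any valid replicate at or below 250%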;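 further: OY570 slx delta 5 strain wells were the positive control but not used for scaling; some compounds called inactive have numbers as strong as hits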
MITF act – increases MITF-driven TRPM1 promoter luciferase signal; SK-MEL-5 TRPM1-promoter luciferase, 24 h; % of positive control, neutral wells = 0; activation, % at 12.5 µM; 300,000 tested, 0.75% active; AID 588334;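 active means mean activation of at least 80% with every replicate also reaching 80%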;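 further: 0% = neutral control wells and 100% = parthenolide positive control wells; values of inactives mirror those of a sister screen read the other way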
CDK5 p35 inh – inhibitors of human CDK5/p35 kinase. Q00535+Q15078. 330,000 tested, 0.01% active. Recombinant CDK5/p35, ADP-Glo luminescence, 60 min. inhibition, % at 10 µM;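 active means highest replicate inhibition of at least 50% and at least 75% of replicates reaching 50%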;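 further: plate controls were DMSO neutral control for no effect and GW8510 at 10 µM for full effect; many of its hits are not listed in these tables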
PKA-R1A act – PKA-R1A complex activation; P00514+P68181; PKA-R1A dissociation, Cy5-IP20 fluorescence polarization; scaled: DMSO 0%, 113 µM cGMP 100%; activation, % at 11.4 µM; 340,000 tested, 0.083% active; AID 504707;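 active means percent activation above the mean of all tested compounds plus 3 SD, cut at about 19% in these data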;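 further: higher means more PKAc released from R1A so a rise in polarization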
PKA-R2B act – PKA-R2B complex activation; activation, % at 11.4 µM; 340,000 tested, 0.079% active; AID 504700; PKA-R2B holoenzyme dissociation, Cy5-IP20 fluorescence polarization; R2B truncated from residue 108, S112A mutant; 0% DMSO only, 100% 113 µM cGMP;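 active means activation above a cutoff set at the mean over all compounds plus 3 SD, cut at about 18% in these data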;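 further: higher means more holoenzyme dissociation and a rise in polarization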
Target sequence (P31323 whole entry, looked up, other chains not shown, the tested form may be a part): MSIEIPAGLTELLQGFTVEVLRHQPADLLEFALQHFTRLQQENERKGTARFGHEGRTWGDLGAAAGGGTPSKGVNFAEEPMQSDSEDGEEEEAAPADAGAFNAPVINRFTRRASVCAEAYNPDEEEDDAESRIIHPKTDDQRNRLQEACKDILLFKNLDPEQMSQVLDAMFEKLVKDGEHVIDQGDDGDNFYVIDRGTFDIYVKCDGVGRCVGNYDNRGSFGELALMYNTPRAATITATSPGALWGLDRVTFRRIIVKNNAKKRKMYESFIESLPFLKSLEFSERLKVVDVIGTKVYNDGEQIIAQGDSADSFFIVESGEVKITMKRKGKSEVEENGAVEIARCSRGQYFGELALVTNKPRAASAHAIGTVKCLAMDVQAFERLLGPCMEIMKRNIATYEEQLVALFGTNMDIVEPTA
Active calls of the source: *; . = not tested or not shown.

Preview (two entries):
entry	Compound	DSG3 Ab inh	SR-BI HDL uptake	SR-BI DiI-HDL act	Arrestin-AP2 inh	NSD2 inh	dFosB activator	SUMO Mot1 rescue	MITF act	CDK5 p35 inh	PKA-R1A act	PKA-R2B act
1	CC1CC(C)CN(C(=O)CCNC(=O)c2ccccc2Cl)C1 (configuration not stated)	102.0	-21.8	21.8	24.7	-0.8	-3.9	4.0	-3.2	0.8	1.5	-1.1
2	COc1cccc(OCC(=O)Nc2cc(NC(=O)COc3cccc(OC)c3)cc(C(=O)O)c2)c1	103.7	-17.8	17.8	27.1	-0.9	4.1	-4.4	3.0	-2.2	5.3	9.9

The whole of this part, from the first entry:
entry	Compound	DSG3 Ab inh	SR-BI HDL uptake	SR-BI DiI-HDL act	Arrestin-AP2 inh	NSD2 inh	dFosB activator	SUMO Mot1 rescue	MITF act	CDK5 p35 inh	PKA-R1A act	PKA-R2B act
1	CC1CC(C)CN(C(=O)CCNC(=O)c2ccccc2Cl)C1 (configuration not stated)	102.0	-21.8	21.8	24.7	-0.8	-3.9	4.0	-3.2	0.8	1.5	-1.1
2	COc1cccc(OCC(=O)Nc2cc(NC(=O)COc3cccc(OC)c3)cc(C(=O)O)c2)c1	103.7	-17.8	17.8	27.1	-0.9	4.1	-4.4	3.0	-2.2	5.3	9.9
3	CSc1nsc(/C=C/Nc2ccc(F)cc2F)c1C#N	79.2	-5.2	5.2	1.3	2.6	-9.5	1.7	-3.0	0.2	-3.2	3.8
4	CCOc1ccccc1N1CCN(CC(=O)NCCc2ccc(S(N)(=O)=O)cc2)CC1	107.4	34.0	-34.0	0.2	2.3	-3.9	-5.2	-7.5	-4.6	0.8	-2.5
5	CN(C)C(CNC(=O)c1cc(S(=O)(=O)N(C)c2ccccc2)ccc1Cl)c1cccs1 (configuration not stated)	103.6	8.9	-8.9	27.7	-0.4	-7.9	3.6	-6.2	1.6	-5.6	-9.2
6	Cc1nn(Cc2ccc(Cl)cc2Cl)c(C)c1NC(=O)Cn1nc([N+](=O)[O-])c(Cl)c1C	.	54.0	-54.0	0.9	2.1	43.6*	-13.2	7.2	0.6	1.7	-1.5
7	Cc1ccc(NC(=S)N2CCN(c3nccc(C(F)(F)F)n3)CC2)c(C)c1	106.9	21.2	-21.2	17.3	-0.3	-9.8	10.4	-7.9	-0.3	-4.8	-10.3
8	NC1=NC[C@H](c2ccccc2)N1CCCCC1CCCCC1	106.4	-5.2	5.2	7.1	.	-12.9	-31.6	-12.7	0.4	1.7	-0.7
9	Cc1ccc(C(=O)NCC(=O)OCc2csc(-c3ccccc3)n2)cc1	103.0	2.9	-2.9	0.5	-1.7	-2.0	-7.5	2.7	-1.9	-3.9	-8.5
10	CCOC(=O)C(N)CSC1CC(=O)N(c2ccc(C(=O)OC)cc2)C1=O (configuration not stated)	103.4	-6.3	6.3	14.2	-2.9	-6.9	4.3	2.1	-1.4	-1.9	1.3
11	Cn1nccc1C(=O)N1CCN(C23CC4CC(CC(C4)C2)C3)CC1	.	0.9	-0.9	-3.3	24.1	0.0	0.5	-2.9	0.3	-6.3	-2.8
12	COc1cc2ccccc2cc1C(=O)N1CCc2ccccc21	103.1	47.2	-47.2	-4.5	-0.4	-3.8	.	-32.0	-0.3	-11.9	-10.5
13	COc1ccc(OC)c(C=NNC(=O)c2ccccc2NS(=O)(=O)c2cccs2)c1	109.4	9.7	.	3.1	-0.1	0.1	-22.7	-3.3	0.2	-19.0	9.6
14	CCC(C)NC(=O)NC(=O)N(C1CCCCC1)S(C)(=O)=O (configuration not stated)	102.2	-45.4	45.4	1.5	-3.8	-3.9	30.3	-5.2	1.3	-3.3	3.4
15	O=[N+]([O-])c1ccc(O)c(C2CCCCC2)c1	105.6	4.6	-4.6	5.3	2.7	2.1	.	-2.9	-5.1	-4.0	-6.9
16	Cc1cc(S(=O)(=O)NCc2ccco2)c(C)s1	105.5	-32.0	32.0	2.5	.	-4.2	97.6	-3.4	0.9	6.2	7.4
17	CCOC(=O)CSc1nc(-c2cccs2)nc2c1c(=O)n(C)c(=O)n2C	81.8	-24.9	24.9	1.6	.	-2.8	1.7	.	-0.3	3.8	-0.2
18	COc1ccccc1N(CC(O)Cn1nc(C)cc1C)S(=O)(=O)c1ccccc1 (configuration not stated)	102.7	-12.2	12.2	-18.0	5.7	-5.6	0.2	4.6	-0.3	.	.
19	Cc1ccc2[nH]c3c(=O)n(CC(=O)NCc4ccco4)ncc3c2c1	117.4	-0.3	0.3	-17.0	-1.1	26.1*	17.9	4.2	-1.2	-0.9	-3.8
20	CCOC(=O)N1CCN(C(=O)CCCn2c(=S)[nH]c3ccccc3c2=O)CC1	.	5.4	-5.4	3.4	-0.4	-4.2	16.4	3.9	-0.5	-4.9	-11.7
21	COCCn1c(C)nnc1SCC(=O)NNC(=O)c1ccc(Cl)cc1	.	.	.	42.6	-3.1	-9.7	134.2	10.9	-1.6	3.6	-3.7
22	Cc1ccc(OCC(=O)NCCCNC(=O)c2ccc(C)nc2)cc1	88.2	.	.	-5.8	18.6	-3.3	3.2	10.7	-2.9	-4.0	8.1
23	CCCC1=[N+](CC(C)=O)CCn2c(C)ccc21	96.5	6.8	-6.8	14.0	4.7	-3.0	8.8	-18.4	-4.8	-7.3	-7.0
24	CCOC(=O)N1CCC(N2CC34C=CC(O3)C(C(=O)Nc3ccc(C(C)C)cc3)C4C2=O)CC1 (configuration not stated)	105.2	10.0	-10.0	-3.1	.	-10.1	56.0	0.6	0.1	-6.0	-5.7
25	Nc1nc(SCC(=O)N2CCc3ccccc3C2)[nH]c(=O)c1-c1ccccc1	94.8	4.4	-4.4	7.0	.	0.7	3.7	3.7	0.0	-8.4	-1.9
26	CCCc1nnc(NC(=O)c2ccc(S(=O)(=O)N(C)c3ccccc3OC)cc2)s1	102.3	-18.9	18.9	-2.3	20.9	-15.8	-2.7	.	-0.5	-4.9	-2.9
27	CCC1(C)OC(=O)N2CCc3c(C)[nH]c4c(C)ccc(c34)C21C (configuration not stated)	100.0	8.1	-8.1	0.1	.	-2.1	-7.0	.	2.5	-6.8	10.7
28	COc1ccc(NS(=O)(=O)c2cccc(-c3nnc(-c4ccccc4)o3)c2)cc1	102.3	-0.4	0.4	-7.7	-0.3	-9.6	5.8	-3.9	0.4	-3.0	-0.9
29	CC1CN(S(=O)(=O)c2cc(C(=O)NC(C)c3cccnc3)ccc2Cl)CC(C)O1 (configuration not stated)	101.5	-13.4	13.4	-10.3	-1.9	-8.7	-10.4	-9.3	1.1	-13.1	-1.7
30	CS(=O)(=O)N(CC(=O)Nc1ccccc1C(=O)N1CCOCC1)c1ccccc1	.	9.3	-9.3	7.3	1.1	6.2	3.4	-6.0	0.6	2.3	3.1
31	CC(/C=C/c1ccc2c(c1)OCO2)=N\NC(=O)c1ccccc1	102.7	1.2	-1.2	-15.1	-1.5	4.1	4.5	19.8	-1.4	0.6	-2.1
32	O=C(CN(Cc1ccc2c(c1)OCO2)C(=O)CNS(=O)(=O)c1ccccc1)NCC1CCCO1 (configuration not stated)	103.5	3.5	-3.5	20.3	-4.7	0.2	3.3	.	0.0	-11.4	-1.9
33	NC(=O)c1sc(=S)n(-c2ccc(Br)cc2)c1N	106.2	3.7	-3.7	0.6	.	-5.9	6.4	-7.8	1.1	-7.8	-4.6
34	COc1cccc(-c2nnn(CC(C)=O)n2)c1	102.0	-26.5	26.5	5.8	-0.9	-5.7	0.2	81.9*	-1.5	-16.7	-12.4
35	CC1CCCCC1NC(=O)c1cc(S(=O)(=O)N2CCCCC2)ccc1N1CCOCC1 (configuration not stated)	98.1	-3.8	3.8	13.3	-1.2	-11.2	0.0	-6.4	1.1	-6.5	-5.8
36	O=C(Oc1cccnc1)c1ccc(Cl)cc1	98.2	3.0	-3.0	0.0	-3.7	-5.9	1.0	.	4.7	-1.9	5.5
37	COc1ccccc1NC(=O)c1c(Nc2ccccc2C)sc(C(=O)Nc2cccc(Cl)c2)c1N	89.5	62.6	-62.6	18.3	3.0	9.4	13.9	-55.3	0.8	4.5	-6.1
38	O=C(COC(=O)CNC(=O)c1ccccc1)Nc1cccc(Br)c1	109.6	-0.2	0.2	22.2	-0.3	9.5	-0.4	-0.1	-1.6	-11.1	-15.6
39	O=[N+]([O-])c1ccc(Sc2nc3ccccc3o2)c([N+](=O)[O-])c1	96.9	-3.6	3.6	2.3	0.1	-3.2	25.5	-86.6	0.5	-18.2	-1.0
40	CCC1(CC)NC(=O)N(CC(=O)OCC(=O)Nc2ccc(F)c(F)c2F)C1=O	103.6	0.4	-0.4	0.2	1.2	-4.8	-32.3	8.5	1.4	-2.2	-11.7
41	COc1ccc(C(=O)COC(=O)c2cnc(C)cn2)cc1OC	325.7	-17.9	17.9	3.2	3.9	-3.2	.	-2.1	1.6	-12.5	-9.0
42	C/C(N)=C(/C#N)C(=O)COC(=O)c1cc2c(s1)CCC(C)C2 (configuration not stated)	121.7	35.1	-35.1	14.8	1.6	-16.9	18.4	31.1	-0.3	-8.6	-19.7
43	CCCCCCC1CC(CSC(=N)N)OC1=O (configuration not stated)	96.7	-10.0	10.0	1.6	.	-2.1	176.1	3.6	-0.5	-3.5	6.2
44	COC(=O)/C=c1/s/c(=C(/C#N)C(=O)N2CCOCC2)n(-c2ccccc2)c1=O	90.0	-28.0	28.0	6.3	9.9	4.3	-3.7	-0.9	-0.1	-1.9	-0.6
45	Cc1ccc(S(=O)(=O)N2CCN(C(=O)COC(=O)CCCOc3ccccc3)CC2)c(C)c1	92.0	-6.0	6.0	-4.3	-0.2	-6.3	9.6	6.0	0.5	-6.1	1.3
46	CC1CCc2c(C(=O)OCC(=O)Nc3cccc(S(=O)(=O)N4CCCCCC4)c3)csc2C1 (configuration not stated)	106.7	43.4	-43.4	.	-4.2	-7.3	-1.7	-1.7	1.3	0.3	0.4
47	COc1ccc(C2C(C#N)=C(N)N(c3sc4c(c3C#N)CCCC4)C3=C2C(=O)CC(C)(C)C3)cc1OC (configuration not stated)	.	-10.4	10.4	-3.5	1.0	-6.3	0.6	0.0	-0.3	3.0	-2.6
48	O=C(Cn1cc([N+](=O)[O-])cn1)Nc1ccc(Cn2cc(Br)cn2)cc1	105.2	-2.3	2.3	10.4	-0.8	-9.4	5.1	4.7	1.5	-2.1	0.2
